CatG inh: blocks human cathepsin G enzyme activity. purified enzyme, AMC-tetrapeptide fluorescence, pooled mixtures. 0.2% of 62,000 active. inhibition, % at 5 µM (by protocol). P08311;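 active = inhibition above 20% in each of the two mixture wells holding the compound; inactive = inhibition of 20% or less in either well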;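 note: 0% = enzyme control without mixture and 100% = blank lacking enzyme; strong numbers were not always called active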
Target sequence (P08311 21-244 limits assumed): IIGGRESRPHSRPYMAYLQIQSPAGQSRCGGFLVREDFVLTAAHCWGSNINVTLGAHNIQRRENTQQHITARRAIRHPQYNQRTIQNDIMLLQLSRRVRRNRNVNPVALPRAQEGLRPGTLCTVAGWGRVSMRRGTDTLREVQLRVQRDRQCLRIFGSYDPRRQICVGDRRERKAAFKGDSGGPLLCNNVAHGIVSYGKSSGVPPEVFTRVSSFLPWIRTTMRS
CatS block: inhibitors of human cathepsin S | P25774 | recombinant cathepsin S, AMC dipeptide fluorescence, pooled mixtures | inhibition, %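 (tested at 5 µM per compound within 10-compound mixtures)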 | 0.06% of 62,000 active; in the data active = inhibition above about 32%, passing the limit was not always enough; inconclusive = no clear call, values can overlap the other calls;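 note: 0% = enzyme without compound and 100% = blank without enzyme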
CatB mixtures: inhibitors of human cathepsin B in compound mixtures; P07858; Purified cathepsin B, AMC dipeptide fluorescence; inhibition, %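 (ten-compound pools at 5 µM per compound and 50 µM total)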; 0.06% of 62,000 active; AID 488; in the data active = inhibition above about 22%, passing the limit was not always enough; inconclusive = no clear call, values can overlap the other calls;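 note: 0% = enzyme without compound and 100% = no enzyme blank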
CatB block: human cathepsin B inhibition; purified cathepsin B, fluorogenic substrate, fluorescence; AID 453; inhibition, %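 (tested at 10 µM)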; P07858; 0.1% of 63,000 active; in the data active = inhibition above about 21%;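 note: 0% = enzyme with no compound and 100% = no enzyme blank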
CatL block: inhibitors of human cathepsin L; P07711; purified cathepsin L, fluorogenic substrate, fluorescence; inhibition, %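 (tested at 10 µM)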; 0.17% of 58,000 active; AID 460; in the data active = inhibition above about 45%;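 note: 0% = enzyme with no compound and 100% = no enzyme blank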
PKA kinase inh: PKA (human) kinase inhibition. P17612. PKA Kemptide phosphorylation, Kinase-Glo ATP luminescence. inhibition, % at 6 µM. 0.1% of 65,000 active;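 active = inhibition above the screen-wide mean inhibition plus 3 SD, cut at about 21% in these data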; note: many of its hits are not listed in these tables
HER2 expr 66K: Her2 kinase expression inhibition; 0.69% of 65,000 active; SKBR-3 HER2 protein level, AlphaScreen, 18-24 h; stronger effect = lower value; HER2 level % of control, % at 10 µM;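 active = HER2 level under 5% of the carrier-only control; inconclusive = no clear call, values can overlap the other calls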;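 note: 100% = DMSO carrier and 0% = 500 nM PU-H71 HSP90 inhibitor; lower value means stronger loss of Her2 protein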
ROCK2 inh: inhibitors of human Rho kinase 2; O75116; purified ROCK2, Kinase-Glo ATP depletion luminescence; inhibition, % at 6 µM; 0.35% of 60,000 active;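 active = inhibition above the screen-wide mean inhibition plus 3 SD, cut at about 18% in these data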;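 note: plate controls were DMSO wells for no effect and Y-27632 control wells after no-enzyme background subtraction for full effect; many of its hits are not listed in these tables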
C1s inh: human complement C1s inhibition; 0.16% of 62,000 active; mean inhibition % of two 10-compound mixtures (stronger effect = higher value), % at 5 µM (by protocol); purified C1s, fluorogenic AMC substrate, pooled mixtures; P09871;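 active = inhibition above 20% in each of the two 10-compound mixture wells holding the compound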;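 note: 0% = enzyme wells lacking compound mixture and 100% = no-enzyme blank wells; some compounds called inactive have numbers as strong as hits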
Target sequence (P09871 16-437 limits assumed): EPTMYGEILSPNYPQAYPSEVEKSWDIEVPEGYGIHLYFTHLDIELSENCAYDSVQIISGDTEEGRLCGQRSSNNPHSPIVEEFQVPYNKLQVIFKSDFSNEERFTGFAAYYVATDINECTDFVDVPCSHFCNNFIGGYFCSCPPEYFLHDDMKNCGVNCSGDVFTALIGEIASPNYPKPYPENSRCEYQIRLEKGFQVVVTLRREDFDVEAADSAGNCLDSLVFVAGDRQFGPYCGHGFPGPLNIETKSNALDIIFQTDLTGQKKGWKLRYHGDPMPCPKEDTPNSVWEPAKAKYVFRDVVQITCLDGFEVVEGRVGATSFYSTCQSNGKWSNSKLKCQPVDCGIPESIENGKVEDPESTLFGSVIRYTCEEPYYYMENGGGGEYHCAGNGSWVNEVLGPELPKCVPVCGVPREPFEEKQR
Target sequence (P09871 438-688 limits assumed): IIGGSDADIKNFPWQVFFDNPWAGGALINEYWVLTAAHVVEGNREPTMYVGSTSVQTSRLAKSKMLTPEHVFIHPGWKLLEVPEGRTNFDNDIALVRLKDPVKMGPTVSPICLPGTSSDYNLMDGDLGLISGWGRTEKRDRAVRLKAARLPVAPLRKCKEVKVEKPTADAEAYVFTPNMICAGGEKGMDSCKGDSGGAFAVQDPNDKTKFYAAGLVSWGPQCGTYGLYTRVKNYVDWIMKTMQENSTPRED
The depositor's hits bear a star; ? = inconclusive; · = no result given.

nr	SMILES	CatG inh	CatS block	CatB mixtures	CatB block	CatL block	PKA kinase inh	HER2 expr 66K	ROCK2 inh	C1s inh
1	COc1cc2c(cc1OC)C(C)N(C(=O)C1COc3ccccc3O1)CC2 (stereo not given)	-7	10	0	2	17	5	117	4	-17
2	COC(=O)c1ccccc1NC(=O)C1CCCC1	9	-2	3	7	0	2	73	4	11
3	Cc1nn(CC(=O)NCCc2ccccc2)c(=O)c2ccccc12	1	1	-3	-4	-17	1	85	0	1
4	CC(C(=O)NCC1(c2ccccc2)CCCC1)N1CCOCC1 (stereo not given)	5	-2	-2	3	22	9	97	4	-27
5	COc1ccc(-c2nnn(CC(=O)N(CC(=O)NC3CCCC3)Cc3cccs3)n2)cc1OC	-4	-2	2	3	4	14	103	8	-6
6	Cc1nn(-c2ccccc2)c(C)c1C(=O)OCC(=O)N1CC(=O)Nc2ccccc21	12	-1	0	-1	14	2	97	3	14
7	Cc1ccc(-n2c(Cc3cccn3C)nnc2SCC(=O)NCc2ccco2)cc1	0	5	7	-6	4	4	71	7	-8
8	O=C(Nc1ccc(S(=O)(=O)Nc2cnc3ccccc3n2)cc1)c1ccc(Br)o1	8	1	3	1	6	4	97	6	0
9	COc1ccc(-c2nsc3c(N4CCN(C(=O)c5ccco5)CC4)ncnc23)cc1	10	2	2	7	16	9	90	4	8
10	c1ccc2nc3c(nc2c1)CCc1nonc1-3	0	0	-1	·	·	-6	94	-12	6
11	COc1cc(C2N(c3cc(C)on3)C(=O)C3CCCN32)cc(OC)c1OC (stereo not given)	-1	15	5	3	12	-6	93	-4	-55
12	C/C(=N\O)c1ccc2c3ccccc3n(C)c2c1	-9	40	4	6	2	-1	119	-5	-50
13	COC(=O)c1cc(OC)c(OC)cc1NC(=O)c1ccco1	9	-4	4	4	·	5	90	·	11
14	O=C(COc1ccc2ccccc2c1)N1CCN(c2ccccc2O)CC1	-4	-7	-3	-3	-6	8	107	·	-11
15	CCCCCSc1nnc(-c2cc(Br)ccc2N)c(=O)[nH]1	13	8	2	10	26	8	101	5	18
16	COCc1nnc(NC(=O)CCc2ccccc2)s1	-2	10	5	10	-1	8	98	0	15
17	COc1cc(C(=O)Nc2nccs2)cc(OC)c1OC	·	·	·	1	6	6	107	6	·
18	CCOC(=O)Nc1ccc(S(=O)(=O)Nn2cnnc2)cc1	-1	0	2	2	-1	11	107	5	0
19	CC(=O)OCCN1C(=O)c2cccnc2C1=O	-5	11	4	6	6	7	132	-3	-2
20	NC(=O)c1ccc(N2CCCCC2)c(N2C(=O)CCC2=O)c1	0	-4	-2	2	-8	10	128	6	-3
21	COc1cccc(N=C2SC(C(=O)Nc3ccccc3F)CC(=O)N2C)c1 (stereo not given)	-3	20	6	-6	13	-1	90	10	-3
22	O=C(CCCCn1c(=S)[nH]c2ccsc2c1=O)NCc1ccco1	15	34	4	7	4	8	132	·	-26
23	Cc1nnc(SCC(=O)NCc2ccc3c(c2)OCO3)s1	-26	-16	-9	-3	-2	7	82	5	-42
24	COc1cc2[nH]c(=O)n(CCCCCC(=O)NCCCN3CCCC3=O)c(=O)c2cc1OC	9	3	-8	2	8	-3	·	·	2
25	C/C(Nc1ccc(F)cc1)=C(/C#N)C(N)=O	7	17	1	4	3	5	88	5	-10
26	CN(C)S(=O)(=O)c1ccc2c(c1)C(CC(=O)O)NC2=O (stereo not given)	22	2	-1	0	7	-2	103	2	4
27	CCOCCCNC(=O)C1CC(=O)N(C2CCCC2)C1 (stereo not given)	6	-1	6	-2	4	-3	102	-4	12
28	CCn1c(SCC(=O)Nc2ccc3c(c2)OCO3)nc2c1c(=O)n(C)c(=O)n2C	-14	-3	1	1	0	-1	104	-4	-23
29	c1csc(-c2csc3ncnc(NCCCN4CCOCC4)c23)c1	-13	-1	0	1	-9	1	102	2	-16
30	Oc1c(/C=N/c2ncn[nH]2)ccc2ccccc12	9	-3	4	-1	9	0	86	1	13
31	Cc1cc(=O)n(CCCO)c(O)c1C#N	-1	-5	4	-5	-6	0	85	0	-15
32	CC1(C)CC(=O)C2=C(C1)Nc1ccccc1NC2c1cccnc1 (stereo not given)	4	2	-2	-1	8	-11	86	-5	-16
33	CCN1C(=O)c2ccccc2S(=O)c2ccc(C(=O)NC3CC3)cc21 (stereo not given)	4	7	3	2	30	-8	102	-2	-27
34	CCn1c(SCC(=O)Nc2ccccc2C(=O)OC)nnc1-c1ccc(N)cc1	10	4	3	0	8	0	89	3	13
35	CCC(=O)Nc1cccc(NC(=O)CSc2nnc(C3CC3)n2C)c1	10	-4	3	-3	20	-2	89	3	15
36	O=C(Cn1nnc(-c2ccc(Cl)cc2)n1)NCC1CCCCC1	1	15	6	-1	0	0	109	-1	2
37	O=S1(=O)C=CC(Nc2cccc(Cl)c2)C1 (stereo not given)	9	-4	5	1	15	-1	86	-1	8
38	CCOC(=O)c1[nH]c2ccc(F)cc2c1NC(=O)CN1CCc2cc(OC)c(OC)cc2C1	9	-1	-1	·	·	4	52	3	-1
39	Cc1cnc(C(=O)Nc2ccc(C(=O)N(C)C3CCCCC3)cc2)cn1	12	-7	7	-1	7	-5	116	·	21
40	COC(=O)c1ccccc1NC(=O)CN1CCC(NC(=O)c2ccccc2C)CC1	2	13	10	0	-5	7	87	-2	-12
41	COc1ccc(/C(O)=C2/C(=O)C(=O)N(CCCN(C)C)C2c2cccc(Cl)c2)cc1OC (stereo not given)	·	·	·	4	8	3	91	3	·
42	CCOC(=O)C1=C(N)Oc2cc(C)n(CCc3ccc(OC)c(OC)c3)c(=O)c2C1c1cccnc1 (stereo not given)	-3	-13	-3	0	-2	0	112	-3	-41
43	COc1ccccc1C(=O)Nc1nnc(-c2ccc(Cl)cc2)o1	-4	-20	-3	-4	-7	2	97	-6	-18
44	CC(C)(C)n1nnnc1C(c1ccccc1F)N1CCN(C2CCCC2)CC1 (stereo not given)	12	13	-3	3	·	6	167	4	4
45	CC1=NC(C(F)(F)F)(C(F)(F)F)C2=C(CC(C)(C)CC2=O)N1Cc1ccco1	-2	16	5	9	3	9	120	7	1
46	O=C(Oc1ccccc1)N1CCN(c2ccc(F)cc2)CC1	7	1	1	4	14	11	123	6	-3
47	O=C1CCN=C(Nc2ccc(F)cc2)N1Cc1ccccc1	-12	3	4	6	14	8	117	·	-75
48	N#CC1=C(N)Oc2n[nH]c(CSc3ccccc3)c2C12C(=O)Nc1ccccc12 (stereo not given)	14	20	8	8	9	7	64	7	14
49	Cc1nc(N)sc1-c1csc(Nc2ccccn2)n1	7	-5	1	·	·	-6	87	1	-31
50	Cc1cc(-n2c(C)cc(C(=O)COC(=O)CN=C3NS(=O)(=O)c4ccccc43)c2C)no1	9	-2	2	5	5	9	98	·	11
51	Cc1[nH]c2ccccc2c1CCO	-3	-4	-8	0	11	2	100	-2	-42
52	O=C1CCc2cc(S(=O)(=O)NC(Cc3ccccc3)C(=O)NC3CCCCC3)ccc2N1 (stereo not given)	9	4	3	2	-1	·	95	·	16
53	CCOC(=O)c1cc2c(=O)n3ccccc3nc2n(CCCOC)c1=NC(=O)C(C)(C)C	-12	-13	4	-4	-127	2	94	·	-27
54	CC(C)COC(=O)C1C(=O)CC(C)(O)C(C(=O)OCC(C)C)C1c1cccnc1 (stereo not given)	5	15	2	7	25	8	93	5	2
55	COC(=O)c1oc2ccc(Br)cc2c1-n1cccc1	8	-10	4	6	6	1	90	-1	15
56	CCOC(=O)c1c(C)nc2cc(C)ccn12	8	?	4	-2	·	2	159	0	15
57	COc1cccc(OCCCCSc2ncccn2)c1	-7	11	2	4	27	5	82	2	-6
58	O=C(O)CSc1nnc(-c2ccco2)o1	10	-2	2	0	14	6	90	4	1
59	COC(=O)c1ccccc1NC(=O)c1noc2c1CCC2	-5	8	3	-4	-6	9	90	5	-38
60	CCCS(=O)(=O)N1CCC(C(=O)NCCN2CCCC2)CC1	12	3	7	5	10	-1	92	1	13

More records follow.
nr	SMILES	CatG inh	CatS block	CatB mixtures	CatB block	CatL block	PKA kinase inh	HER2 expr 66K	ROCK2 inh	C1s inh
61	CC1(C)CC(=O)C=C(NC2CC(C)(C)NC(C)(C)C2)C1	6	0	1	4	·	8	127	6	-20
62	COC(=O)c1ccccc1NC(=O)c1ccccc1SC	2	-7	-4	-3	-7	-3	135	-2	6
63	CCOC(=O)c1c(C)[nH]c(C(=O)OCC(=O)N2CCN(S(=O)(=O)c3ccccc3)CC2)c1C	8	-1	2	2	8	8	49	·	8
64	COc1ccc(N2C(=O)CCC(C(=O)O)C2c2ccc(F)cc2)cc1 (stereo not given)	8	10	6	5	3	-4	104	-4	16
65	Cc1nn(CC(=O)Nc2ccc(C(=O)N3CCCCC3)cc2)c(=O)c2ccccc12	3	8	-5	2	-1	2	100	6	-25
66	CCn1c(COc2ccccc2C(N)=O)nc2ccccc21	2	2	7	-2	18	2	95	5	-4
67	CNC(=O)c1ccc(N(Cc2ccccc2)S(C)(=O)=O)cc1	12	13	1	4	8	8	105	8	1
68	CCOC(=O)c1[nH]c(C)c(C(=O)NC)c1C	11	-1	-7	0	31	7	113	6	5
69	COc1cc(C2C(C(=O)Nc3ccc(F)cc3)=C(C)Nc3nc(CCCO)nn32)cc(OC)c1OC (stereo not given)	2	-5	0	-2	-6	9	103	2	-13
70	CC12C(=O)N(Cc3ccccc3)C(=O)C1C1C=CC2C1 (stereo not given)	-9	-7	5	2	11	1	149	8	-40
71	CN(Cc1ccccc1)S(=O)(=O)c1ccc2c(c1)n(C)c(=O)n2C	-6	-3	0	2	-3	9	88	4	-26
72	CC(C)N(Cc1nc(-c2ccc(Cl)cc2)no1)C(=O)C12CC3CC(CC(C3)C1)C2	9	8	-1	·	·	9	64	0	4

Compound activity as filed in PubChem.

An excerpt; count on the stated rates, not on these rows.
